# Screening results: PubChem, National Center for Advancing Translational Sciences (NCATS)
# POLH inh: inhibitors of human DNA polymerase eta; Q9Y253; recombinant Pol eta, fluorescent DNA replication assay; Potency, µM (highest dose often 114 µM), for inactives: at the top dose activity change, negative = inhibition, most hits filed as inhibitors; 390,000 tested, 1.2% active; AID 588591; also: potency is read from the fitted curve at half-maximal effect; % is scaled to controls: 0 for no effect and ±100 for the full control effect
#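 Pol eta at 10 nM preincubated with compounds 15 min at room temperature; reaction started with fluorescent substrate (50 nM final) and read kinetically at 0 and 10 min.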
# JMJD2A Tudor inh: inhibitors of human JMJD2A Tudor domain. O75164. AlphaScreen JMJD2A-Tudor / H3K4me3 peptide binding. Potency, µM (top dose mostly 114 µM), without a hit: top-dose activity change, negative = inhibition, actives largely listed as inhibitors. 390,000 tested, 4.4% active. AID 504339; also: potency is read from the fitted curve at half-maximal effect; % is scaled to controls: 0 for no effect and ±100 for the full control effect; nearly all actives have a fitted effect of over 50% in size
# HP1b chromo inh: inhibitors of HP1-beta chromodomain binding to methylated histone tails; AlphaScreen HP1-beta / biotin-H3K9me3 peptide binding; Potency, µM (titrated, usually from 114 µM), without a hit: top-dose activity change, negative = inhibition, usual class: inhibitors; 390,000 tested, 0.56% active; also: potency is read from the fitted curve at half-maximal effect; nearly all actives have a fitted effect of over 70% in size; inactives centre near 23
#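 Compound inhibition of the preformed complex between 50 nM HP1-beta and 50 nM biotinylated H3K9me3 peptide was read by AlphaScreen. Buffer was PBS pH 7.4 with 0.01% Tween-20. Incubations ran 30 min at room temperature, with 10 ug/mL donor/acceptor beads.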
# BAZ2B inh: inhibitors of human BAZ2B bromodomain; Q9UIF8; AlphaScreen BAZ2B-H3K14Ac peptide displacement; Potency, µM (titrated, usually from 114 µM), without a hit: top-dose activity change, negative = inhibition, actives largely listed as inhibitors; 360,000 tested, 4.4% active; also: potency is read from the fitted curve at half-maximal effect; % is scaled to controls: 0 for no effect and ±100 for the full control effect; nearly all actives have a fitted effect of over 60% in size
#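 AlphaScreen displacement of biotin-H3(5-23)K14Ac peptide (50 nM final) from BAZ2B (50 nM final) in PBS pH 7.4, 0.01% Tween-20; complex preformed 30 min RT, then compounds (top 110 uM) 30 min RT, beads 20 min dark.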
# PI4K2A block: blocks human PI4K2A kinase activity; Q9BTU6; purified PI4K2A, ADP-Glo luminescence, 1 h; stronger effect = lower value; activity change, negative = inhibition, % at 76.9 µM; 420,000 tested, 0.13% active; AID 1346378; in the data active = activity change below about -50%; inconclusive = mostly about -30% to -49%;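 also: -100% = wells without enzyme as full effect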
#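 PI4K2A activity was measured by ADP-Glo luminescence: enzyme (4 ug/mL stock) and phosphatidylinositol (1.2 mM stock) in Tris pH 7.5/MgCl2/EGTA/Triton X-100 buffer were reacted with ATP (300 microM stock) for one hour at ambient temperature.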
# GLS inhibitor: glutaminase GLS (human) inhibition; O94925; GLS enzymatic activity, qHTS titration; Potency, µM (series often up to 45.5 µM), without a hit: at the highest dose activity change, negative = inhibition, most hits filed as inhibitors; 410,000 tested, 0.21% active; AID 624170; also: potency is read from the fitted curve at half-maximal effect; % is scaled to controls: 0 for no effect and ±100 for the full control effect
# Target sequence (O94925 whole entry, looked up): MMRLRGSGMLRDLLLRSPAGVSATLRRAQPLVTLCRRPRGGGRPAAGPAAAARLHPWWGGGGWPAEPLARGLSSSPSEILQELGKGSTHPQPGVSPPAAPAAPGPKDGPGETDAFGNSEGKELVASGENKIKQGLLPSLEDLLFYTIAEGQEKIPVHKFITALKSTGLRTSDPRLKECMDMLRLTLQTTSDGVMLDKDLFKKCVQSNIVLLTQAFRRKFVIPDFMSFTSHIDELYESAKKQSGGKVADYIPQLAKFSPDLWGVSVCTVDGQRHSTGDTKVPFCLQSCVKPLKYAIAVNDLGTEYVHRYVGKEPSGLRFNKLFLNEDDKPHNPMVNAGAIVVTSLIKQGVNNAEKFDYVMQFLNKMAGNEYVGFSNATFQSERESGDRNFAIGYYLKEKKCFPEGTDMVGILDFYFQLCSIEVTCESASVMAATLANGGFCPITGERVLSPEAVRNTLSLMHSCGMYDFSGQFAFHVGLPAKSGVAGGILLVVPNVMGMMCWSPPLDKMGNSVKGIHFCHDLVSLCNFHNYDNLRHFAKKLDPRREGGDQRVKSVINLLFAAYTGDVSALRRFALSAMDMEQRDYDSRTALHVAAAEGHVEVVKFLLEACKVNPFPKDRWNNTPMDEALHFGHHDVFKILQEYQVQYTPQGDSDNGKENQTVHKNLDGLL
#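 Glutamate formation by hKGA was monitored fluorometrically using coupled glutamate oxidase, HRP and Amplex Red. Substrate was added as 1 mM L-glutamine solution; incubation was 30 min at RT after an initial read.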
# G9a block: blocks human histone lysine methyltransferase G9a. AID 504332. Potency, µM (doses to about 102 µM), for inactives: at the highest dose activity, negative = inhibition, actives largely listed as inhibitors. Q96KQ7. 350,000 tested, 8.8% active. G9a H3K9 monomethylation, AlphaScreen, 2 h; also: potency is read from the fitted curve at half-maximal effect; % is scaled to controls: 0 for no effect and ±100 for the full control effect; nearly all actives have a fitted effect of over 75% in size
#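 AlphaScreen read-out: biotin-H3K9 peptide (500 nM) methylation by 20 nM enzyme with 20 uM SAM, 2 h at room temperature after 15 min compound preincubation; anti-monomethyl H3K9 antibody plus donor/acceptor beads, 10 min dark.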
# Tb PGK inh: T. brucei PGK inhibition | P07378 | PGK/GAPDH coupled, Kinase-Glo luminescence, 60 min | Potency, µM (series often up to 57.5 µM), for inactives: at the highest dose activity change, negative = inhibition, actives largely listed as inhibitors | 380,000 tested, 0.043% active | AID 602233; also: potency is read from the fitted curve at half-maximal effect; % is scaled to controls: 0 for no effect and ±100 for the full control effect; nearly all actives have a fitted effect of over 60% in size
# Target sequence (P07378 whole entry, looked up): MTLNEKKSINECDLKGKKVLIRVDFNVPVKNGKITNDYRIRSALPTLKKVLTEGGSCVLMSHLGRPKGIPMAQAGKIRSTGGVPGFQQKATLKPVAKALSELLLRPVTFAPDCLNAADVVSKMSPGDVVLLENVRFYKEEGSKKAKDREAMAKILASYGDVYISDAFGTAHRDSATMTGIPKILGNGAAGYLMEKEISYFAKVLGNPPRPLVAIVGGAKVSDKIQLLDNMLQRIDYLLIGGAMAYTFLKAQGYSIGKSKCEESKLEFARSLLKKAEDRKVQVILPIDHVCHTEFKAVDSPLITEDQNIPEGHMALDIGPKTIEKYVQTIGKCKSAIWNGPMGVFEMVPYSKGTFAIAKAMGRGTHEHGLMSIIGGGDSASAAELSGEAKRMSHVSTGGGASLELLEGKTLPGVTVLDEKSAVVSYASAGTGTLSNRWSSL
#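 Recombinant glycosomal PGK reaction used 1,3-bisphosphoglycerate generated in-well by GAPDH (100nM final) in 100mM TEA pH 7.6, 5mM MgCl2, 0.01% Tween-20. After 60 minutes at room temperature, ATP was read by Kinase-Glo Plus luminescence end-point.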
# Pin1 inhibitor: blocks the human prolyl isomerase Pin1; Potency, µM (highest dose often 115 µM), inactives show top-dose activity, negative = inhibition, actives largely listed as inhibitors; Q13526; Pin1 FP peptide displacement, HiFluor488, 10 min; 390,000 tested, 0.009% active; active = well fitted inhibition curve with a large enough effect in the polarisation, with a control signal flat, not every such curve was filed as active; inconclusive = small, poorly fitted or top-dose-only effect, or effect the other way, or a change in a side signal; inactive = no such curve, though single readings can be large or run the other way; the % refers to the polarisation; also: potency is read from the fitted curve at half-maximal effect; % is scaled to controls: 0 for no effect and ±100 for the full control effect
# Active calls of the source: *; i = inactive; ? = inconclusive; . = no result given; & = joins results of further samples; [ ] = dose if it differs, or a comment. Unless noted, calls follow the shape of the dose curve; as a rule, active = well fitted curve in the direction sought with a large enough effect; inconclusive = small, poorly fitted or top-dose-only effect, or another doubt; inactive = no such curve, though single readings can be large; an effect the other way counts as inactive or inconclusive. Only part of the results is shown. The share of hits here may be higher or lower than overall.
POLH inh,JMJD2A Tudor inh,HP1b chromo inh,BAZ2B inh,PI4K2A block,GLS inhibitor,G9a block,Tb PGK inh,Pin1 inhibitor,mol
-8%,79µM*,-1%,-15%,4,-4%,.,i,3%,COc1ccc2ccccc2c1CNC(C)CCc1ccccc1 (stereo not drawn)
?,.,.,.,-3,5%,.,4%,.,COCCCn1c(C(=O)Nc2ccc3c(c2)OCO3)cc2c(=O)n3cccc(C)c3nc21
-12%,-8%,26%,-19%,-2,0%,?,1%,0%,CC(=O)N1CCC(N(Cc2ccc(C)o2)C(=O)Nc2cccc(C(F)(F)F)c2)CC1
0%,-3%,0%,8%,0,-1%,10%[12.7 µM],-6%,-1%,CCOC(=O)c1c(C)c(C(=O)NCC2CCCO2)c(C)n1C (stereo not drawn)
-12%,-7%,27%,.,1,-12%,.,6%,7%,NS(=O)(=O)c1ccc(CCNC(=O)CN2C(=O)NC(c3ccccc3)(c3ccccc3)C2=O)cc1
-1%,-11%,18%,3%,0,15%,2%[12.7 µM],5%,11%,CCOC(=O)C1CCCN(C(=O)C2CCN(S(=O)(=O)CC)CC2)C1 (stereo not drawn)
-2%,-16%,8%,-17%,2,5%,?,0%,5%,Cc1ccc(/C=N\NC(=O)C2CC(=O)N(c3ccccc3)C2)o1 (stereo not drawn)
19%,4%,64%[activator],4%,-5,2%,5%[12.7 µM],-9%,-23%,CC(C)c1nnc(SCC(=O)NCc2ccco2)n1C
2%,-15%,12%,-7%,-1,-2%,-12%[59 µM],-2%,-15%,Cc1c(C(=O)Nc2ccc(-n3c(C)nc4ccccc4c3=O)cc2)cccc1[N+](=O)[O-]
-2%,-34%,-4%,-25%,-10,-3%,10µM*,-3%,?,COc1cc(C2NC(=O)c3c(sc4c3CCN(C)C4)N2)ccc1OC(=O)c1ccccc1 (stereo not drawn)
-6%,-18%,11%,9%,-7,3%,-10%,8%,2%,COC(=O)C1=C(N)Oc2cc(C)n(C)c(=O)c2C1c1ccc(Cl)c(Cl)c1 (stereo not drawn)
-5%,-4%,39%,-31%,-1,-1%,?,-7%,-3%,CC1(c2cccc(Br)c2)NC(=O)N(CC(=O)N2CCN(C(=O)c3ccco3)CC2)C1=O (stereo not drawn)

# The listing continues:
POLH inh,JMJD2A Tudor inh,HP1b chromo inh,BAZ2B inh,PI4K2A block,GLS inhibitor,G9a block,Tb PGK inh,Pin1 inhibitor,mol
-11%,0%,30%,-3%,-6,-6%,?,-9%,1%,O=c1[nH]c(CSc2nnc(Cc3ccccc3)o2)nc2ccccc12
-24%,20µM*,-36%[57 µM],25µM*,8,-3%,?,4%,65%[activator],COc1cccc(/C=C2\SC(=S)N(CCCC(=O)N3CCCCC3CCO)C2=O)c1 (stereo not drawn)
-13%,36%,66%[activator],31%,-7,-6%,21%,-3%,7%,CC(=O)c1ccc(-c2cccs2)s1
-17%,-35%,1%,-14%,0,1%,-10%,-6%,-7%,CC1CCN(c2ccc3nnc(CCC(=O)Nc4cccc(F)c4)n3n2)CC1
-6%,-15%,12%,0%,1,6%,-5%[59 µM],-6%,7%,Cc1ccc(-n2ncc3c(=O)n(CC(=O)Nc4cccc(Cl)c4)cnc32)cc1C
-7%,-16%,32%,-5%,1,0%,4%[59 µM],7%,11%,COCCCNC(=O)CCCCn1c(=O)c2ccccc2n(CC(=O)Nc2ccc(C)cc2C)c1=O
8%,-14%,40%[activator],12%,3,0%,.,-6%,?,CN(C)S(=O)(=O)Oc1cccc(C(=O)Nc2ccccc2Cl)c1
7%,-10%,38%,-22%,-2,0%,-43%,6%,6%,Cc1ccc(NC(=O)CSc2ccccn2)cc1S(=O)(=O)N1CCOCC1
1%,-4%,25%,-2%,7,5%,10%[59 µM],2%,6%,COc1ccc(CNC(=O)CCSCc2ccc(C)cc2)cc1
2%,6%,22%,2%,-3,-16%,7%,-5%,-2%,C=CCN1N=C(/C=C/c2ccc(C)cc2)CCC1=O
-24%,-7%,34%,-1%,-2,-3%,4%[59 µM],2%,?,COc1ccc(-c2cc3nc(C)c(CCC(=O)Nc4ccc(F)cc4F)c(C)n3n2)c(OC)c1
-3%,-24%,-2%,-1%[57.1 µM],1,2%,?,3%,11%,CC(C)(C)OC(=O)N1CCC(c2c(C(=O)Nc3ccc4c(c3)OCCO4)cnn2-c2ccc(F)cc2F)CC1

# Single records, as listed above:
# CC(=O)c1ccc(-c2cccs2)s1 as listed: POLH inh = -13%; JMJD2A Tudor inh = 36%; HP1b chromo inh = 66%[activator]; BAZ2B inh = 31%; PI4K2A block = -7; GLS inhibitor = -6%; G9a block = 21%; Tb PGK inh = -3%; Pin1 inhibitor = 7%
# COCCCNC(=O)CCCCn1c(=O)c2ccccc2n(CC(=O)Nc2ccc(C)cc2C)c1=O as listed: POLH inh = -7%; JMJD2A Tudor inh = -16%; HP1b chromo inh = 32%; BAZ2B inh = -5%; PI4K2A block = 1; GLS inhibitor = 0%; G9a block = 4%[59 µM]; Tb PGK inh = 7%; Pin1 inhibitor = 11%

# The list continues:
POLH inh,JMJD2A Tudor inh,HP1b chromo inh,BAZ2B inh,PI4K2A block,GLS inhibitor,G9a block,Tb PGK inh,Pin1 inhibitor,mol
0%,-21%,9%[57 µM],.,-1,-13%,.,-3%,3%,CCc1ccc2nc(NC(=O)CN3C(=O)NC4(CCCC4)C3=O)sc2c1
?,-29%[57.1 µM],-33%,?,-11,9%,20%[59 µM],-7%,77%[activator],CC1Cc2ccccc2N1C(=O)CSc1nnc(NC(=O)Cc2cccs2)s1 (stereo not drawn)
-7%,-31%,0%,-2%,4,0%,?,2%,4%,CCCn1c(SCC(=O)c2ccc3c(c2)NC(=O)CO3)nc2ccccc21
-10%,-3%,21%,-3%,1,-8%,0%[0.501 µM],-3%,1%,O=C(CSc1nc(=O)n(CCCN2CCOCC2)c2c1CCCC2)Nc1ccc(F)cc1F
-13%,40µM*,?,45µM*,5,-17%,.,-24%,22%,COc1cc(/C=C2/C(=O)NN(c3ccc(Cl)cc3)C2=O)cc(Br)c1O
-13%,-1%,22%,0%,-22,-4%,-3%,-2%,-2%,O=C(N/N=C/c1cccnc1)c1cccs1
-8%,-14%,7%,0%,-2,-7%,-42%,i,6%,CN(C(=O)Cn1cc(C#N)c2ccccc21)c1ccccc1
-16%,-21%,24%,-13%,0,-6%,.,8%,18%,COc1ccc(C(=O)/C=C/C(=O)N(CC(=O)NC2CCCCC2)Cc2ccc(F)cc2)c(O)c1
-10%,133%[activator],165%[activator],146%[activator],-6,-2%,131%[activator][59 µM],-1%,4%,CCC(C)Cn1c(/C=C/c2ccccc2)nc2ccccc21 (stereo not drawn)
-17%,-14%[57.1 µM],41%&6%[activator],-17%&-13%,-7&-3,1%&10%,-29%[59 µM],-5%,3%&0%,Cc1ccc(O)c(NC(=O)c2noc3c2CCCCC3)c1
-6%,-17%,10%,-32%,5,6%,-12%,i,-1%,CNS(=O)(=O)c1cccc(C(=O)NCC2(N3CCCCC3)CCCCC2)c1
-4%,-8%,20%,3%,-1,3%,-34%[12.7 µM],.,-7%,O=C1Cc2ccccc2C(c2ccccc2)N1 (stereo not drawn)

# Additional entries.
POLH inh,JMJD2A Tudor inh,HP1b chromo inh,BAZ2B inh,PI4K2A block,GLS inhibitor,G9a block,Tb PGK inh,Pin1 inhibitor,mol
-13%&-19%,-6%&-4%,-3%&39%,-11%&-1%,-10&-9,?,-25%,-8%&-1%,-6%&-1%,CCOc1ccc(NC(=O)Cn2c(=O)n(CC3CCCO3)c(=O)c3ccccc32)cc1 (stereo not drawn)
3%,6%,24%,-21%,0,1%,5%[59 µM],4%,0%,COc1ccccc1CN1CC(C(=O)NCC2CCCO2)CC1=O (stereo not drawn)
-5%,-21%,23%,-22%,4,14%,2%,-8%,-5%,O=C(c1ccc2nccnc2c1)N1CCCC(Nc2ccc(F)c(F)c2)C1 (stereo not drawn)
-14%,-14%,16%,-12%,3,1%,-1%[59 µM],5%,-3%,Cc1ccc(CN2CCCn3nc(C(=O)NCCc4ccccc4C)cc3C2=O)cc1
-12%,-17%,31%,2%,4,-3%,-11%,-7%,0%,COc1ccc(-n2cnc3cc(NC(=O)c4ccco4)ccc32)cc1
-1%,-3%,35%[activator],-23%[57.1 µM],4,-10%,122%[activator][59 µM],-1%,?,CCOC(=O)c1oc2ccccc2c1NC(=O)c1cccs1
-21%,1.1µM*,?,20µM*,0,?,16µM*,-6%,-3%,CC(C)(c1ccccc1)c1ccc(OCCCN2CCNCC2)cc1

# Look-ups from the list:
# For Pin1 inhibitor, Cc1ccc(CN2CCCn3nc(C(=O)NCCc4ccccc4C)cc3C2=O)cc1 is listed with -3%
# For HP1b chromo inh, NS(=O)(=O)c1ccc(CCNC(=O)CN2C(=O)NC(c3ccccc3)(c3ccccc3)C2=O)cc1 is listed with 27%
# For HP1b chromo inh, O=C(CSc1nc(=O)n(CCCN2CCOCC2)c2c1CCCC2)Nc1ccc(F)cc1F is listed with 21%
# For Pin1 inhibitor, O=C(N/N=C/c1cccnc1)c1cccs1 is listed with -2%
# For JMJD2A Tudor inh, CN(C(=O)Cn1cc(C#N)c2ccccc21)c1ccccc1 is listed with -14%
# For BAZ2B inh, COc1cc(C2NC(=O)c3c(sc4c3CCN(C)C4)N2)ccc1OC(=O)c1ccccc1 (stereo not drawn) is listed with -25%
